PAD4 inh – PAD4 (human) enzyme inhibition; Q9UM07; recombinant PAD4, RCA probe fluorescence polarization; inhibition, % at 6.36 µM; 330,000 tested, 0.41% active;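 active means percent inhibition above a cutoff equal to the mean of all tested compounds plus 3 SD, cut at about 15% in these data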;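 further: 0% = PAD4 with RCA probe and DMSO and 100% = probe without PAD4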
pPAFAH FP inh – pPAFAH (human) enzyme inhibition; Q13093; recombinant pPAFAH, FP-rhodamine probe fluorescence polarization; inhibition, % at 3.39 µM; 330,000 tested, 1.5% active;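 active means inhibition above the mean inhibition across the screen plus 3 SD, cut at about 25% in these data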;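 further: inhibitors block binding of the rhodamine activity-based probe so polarization drops; 0% = enzyme with DMSO and 100% = wells lacking pPAFAH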
Target sequence (Q13093 whole entry, looked up): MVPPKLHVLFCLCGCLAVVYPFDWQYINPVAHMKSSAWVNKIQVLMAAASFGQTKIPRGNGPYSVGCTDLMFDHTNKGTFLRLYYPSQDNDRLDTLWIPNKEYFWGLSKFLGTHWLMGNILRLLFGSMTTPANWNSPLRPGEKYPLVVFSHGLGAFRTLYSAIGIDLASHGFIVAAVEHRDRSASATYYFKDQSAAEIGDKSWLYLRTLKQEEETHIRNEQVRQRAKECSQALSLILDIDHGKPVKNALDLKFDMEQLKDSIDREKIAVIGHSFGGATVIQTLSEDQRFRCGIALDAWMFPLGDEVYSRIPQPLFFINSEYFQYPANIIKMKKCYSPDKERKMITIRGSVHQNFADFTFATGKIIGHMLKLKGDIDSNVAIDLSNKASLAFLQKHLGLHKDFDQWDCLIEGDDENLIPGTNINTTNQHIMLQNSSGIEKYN
Fam108B counter – Fam108B inhibition, counter-screen for RBBP9 inhibitors; recombinant Fam108B, FP-Rh probe fluorescence polarization; inhibition, % at 9.51 µM; 300,000 tested, 0.33% active;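 active means inhibition above the screen mean inhibition plus 3 SD, computed separately per campaign, cut at about 18% in these data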;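 further: inhibitors lower polarization as less probe binds the enzyme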
PAFAH1B3 FP inh – PAFAH1B3 (human) inhibition. Q15102. recombinant PAFAH1B3, FP-rhodamine probe, fluorescence polarization. inhibition, % at 3.39 µM. 340,000 tested, 0.28% active;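 active means inhibition above the screen-wide average of all tested compounds plus 3 SD, cut at about 25% in these data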;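 further: 0% = enzyme with DMSO only and 100% = wells lacking PAFAH1B3 protein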
PME-1 inh – blocks human protein phosphatase methylesterase 1. inhibition, % at 5.9 µM. Q9Y570. 320,000 tested, 0.53% active. recombinant PME-1, FP-Rh probe fluorescence polarization;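 active means inhibition above the campaign mean of all compounds plus 3 SD, cut at about 26% in these data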;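 further: competitive labeling of PME-1 active site by serine hydrolase directed probe; 0% = PME-1 with DMSO and 100% = wells lacking PME-1 enzyme; inhibitors block probe labeling so polarization falls and inhibition rises; many of its hits are not listed in these tables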
Target sequence (Q9Y570 whole entry, looked up): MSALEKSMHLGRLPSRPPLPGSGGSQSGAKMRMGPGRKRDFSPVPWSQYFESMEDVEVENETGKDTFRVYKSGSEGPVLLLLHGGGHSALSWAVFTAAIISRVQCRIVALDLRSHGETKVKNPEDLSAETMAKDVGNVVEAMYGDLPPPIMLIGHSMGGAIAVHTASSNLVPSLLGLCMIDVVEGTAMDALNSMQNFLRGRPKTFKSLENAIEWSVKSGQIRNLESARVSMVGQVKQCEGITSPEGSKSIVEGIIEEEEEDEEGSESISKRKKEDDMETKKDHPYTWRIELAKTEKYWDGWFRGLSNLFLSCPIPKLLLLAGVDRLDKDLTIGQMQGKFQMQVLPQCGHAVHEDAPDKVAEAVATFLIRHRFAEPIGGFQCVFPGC
GSTO1 counter – blocks human GSTO1 in RBBP9 counter-screen. inhibition, % at 5.96 µM. AID 1974. recombinant GSTO1, activity-based probe fluorescence polarization. 300,000 tested, 1.1% active;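 active means inhibition above the campaign mean inhibition plus 3 SD, cut at about 35% in these data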;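 further: 0% = GSTO1-1 with DMSO and 100% = wells lacking GSTO1-1 enzyme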
Target sequence (P78417 whole entry, looked up): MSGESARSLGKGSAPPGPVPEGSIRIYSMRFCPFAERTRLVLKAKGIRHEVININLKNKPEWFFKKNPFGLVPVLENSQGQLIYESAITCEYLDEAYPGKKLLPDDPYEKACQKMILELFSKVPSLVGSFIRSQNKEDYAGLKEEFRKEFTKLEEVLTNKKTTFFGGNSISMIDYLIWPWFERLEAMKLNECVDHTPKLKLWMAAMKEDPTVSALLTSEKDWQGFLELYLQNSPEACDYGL
PAFAH1B2 FP inh – inhibitors of human PAFAH1B2; AID 492953; inhibition, % at 3.39 µM; P68402; 340,000 tested, 1.2% active; recombinant PAFAH1B2, FP-rhodamine activity probe, fluorescence polarization;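 active means inhibition above the mean of all tested compounds plus 3 SD, cut at about 24% in these data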;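 further: 0% = enzyme with DMSO and 100% = wells lacking PAFAH1B2; many of its hits are not listed in these tables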
PAFAH2 inh – inhibitors of human PAFAH2. 340,000 tested, 0.99% active. Q99487. inhibition, % at 3.39 µM. recombinant PAFAH2, FP-rhodamine activity probe, fluorescence polarization;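 active means inhibition above the mean over all tested compounds plus 3 SD, cut at about 30% in these data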;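 further: inhibitors block probe labeling of enzyme so polarization drops; 0% = enzyme with DMSO and 100% = wells lacking PAFAH2 protein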
LYPLA1 counter – LYPLA1 (human) inhibition in PME1 counter-screen | inhibition, % at 5.9 µM | recombinant LYPLA1, FP-Rh probe fluorescence polarization | O75608 | AID 2174 | 320,000 tested, 0.16% active;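 active means inhibition above the mean of all tested compounds plus 3 SD, set per campaign, cut at about 14% in these data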;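 further: inhibitors block serine hydrolase probe labeling of LYPLA1 so polarization falls; 0% = enzyme with DMSO and 100% = wells lacking LYPLA1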
* = called active by the depositor; . = not tested or not shown. These rows are one share of the data. The share of hits here may be higher or lower than overall.

SMILES	PAD4 inh	pPAFAH FP inh	Fam108B counter	PAFAH1B3 FP inh	PME-1 inh	GSTO1 counter	PAFAH1B2 FP inh	PAFAH2 inh	LYPLA1 counter
O=C(Nc1ccc(F)cc1)N(Cc1cccs1)Cc1cc2cc3c(cc2[nH]c1=O)OCO3	1	0	-12	-8	-27	-6	-4	-12	-18
CCOC(=O)C1=C(CSc2nc3ccccc3s2)NC(=O)NC1c1cc(C)ccc1C (centres undefined)	0	-5	-4	1	-5	1	0	-2	-3
N#Cc1ccc(-c2ccc(Cl)cc2)nc1SCC(=O)c1cccc(Cl)c1	0	-7	0	-7	1	-6	3	1	-5
CC(C)Oc1ccc(S(=O)(=O)N2CCOCC2)cc1NC(=O)C1=COCCO1	0	-1	0	7	1	3	4	4	1
CC1(C)C(=O)OC(c2cccn2-c2ccc([N+](=O)[O-])cc2)C(C)(C)C1=O (centres undefined)	3	2	-6	9	4	-4	10	0	-2
O=C(Nc1ccc(Cc2ccncc2)cc1)c1cc(F)c(F)cc1Cl	-1	4	4	-6	4	-1	-2	-3	4
COc1ccccc1OCC(=O)Nc1cccc(-c2nnc(-c3ccco3)o2)c1	-1	0	-1	2	-3	1	-1	7	-3
CCOC(=O)C1CCCN(C(=O)c2cc3ccccc3oc2=O)C1 (centres undefined)	-2	-3	-1	6	0	-6	-4	-6	0
CCC(=O)N1CCN(c2nc(-c3ccccc3)c3c(c2C#N)CCCC3)CC1	1	18	1	2	17	-2	1	1	2
COc1ccc(-c2csc3ncn(-c4ccc(C)cc4)c(=O)c23)cc1OC	-3	0	-7	5	0	2	2	4	-1
Cc1nc(Nc2cnc(/C=C/c3cc(C(=O)Nc4cccc(C(F)(F)F)c4)ccc3C)cn2)cc(N2CCNCC2)n1	-8	1	-7	.	4	-32	.	.	-22
CCn1c(=O)ccc2cc([N+](=O)[O-])ccc21	-4	-2	3	5	1	2	2	4	-1
O=C(Cc1ccc(-n2c(=O)c3ccccc3n(Cc3ccc(F)cc3)c2=O)cc1)NCC1CCCO1 (centres undefined)	-5	9	-2	6	13	-5	0	-4	-3
COc1ccc(CCNC(=O)c2ccc(N3CCCC3=O)cc2)cc1OC	-3	4	2	0	3	6	-2	4	-6
Cc1ccc(C)c(N2CCN(C(=O)c3cc4ccccn4n3)CC2)c1	0	3	4	-3	6	-5	2	-3	-5
O=C1CN(C(=O)c2cccc(S(=O)(=O)N3CCCC3)c2)c2ccccc2N1	-1	-2	3	0	-7	-1	-1	-3	0
C=CCN1CCN(c2ccncc2S(=O)(=O)N2CCOCC2)CC1	-2	2	3	3	1	3	0	2	3
CCCCN1C(=O)C2(OCCCO2)c2cccc(C)c21	-4	3	2	6	-1	3	3	2	2
O=C(Nc1nc(-c2ccc(Cl)s2)cs1)c1ccco1	-11	7	-4	1	1	-9	4	0	-3
Cc1cc(C)nc(NC(=S)NC(=O)c2ccccc2)n1	0	6	-4	3	6	-2	2	5	-4
C#CCN1C(=O)S/C(=C\c2ccc(-c3ccc(Cl)c(C(=O)O)c3)o2)C1=O	-5	5	5	4	3	7	8	6	5
COc1cccc(C(=O)Oc2cc3c4c(c2)C(C)=CC(C)(C)N4C(=O)C3=O)c1	0	2	-1	0	-1	-2	6	6	-1
CS(=O)(=O)N(Cc1ccc(Cl)cc1)c1ccc(C(=O)NCCC2=CCCCC2)cc1	-10	1	2	-6	-4	-3	2	0	3
Cc1ccc(C)c(NC(=O)c2ccc(S(=O)(=O)N(C)CC3CCCO3)cc2)c1 (centres undefined)	-4	1	2	2	3	11	5	1	0
CCn1cc(C(=O)Nc2ccc(Cl)cc2Cl)cn1	2	-2	5	0	-7	-8	0	-3	-1
COc1ccc(-c2cc(C(=O)N3CCN(S(=O)(=O)c4ccccc4)CC3)[nH]n2)cc1	-1	5	-2	6	5	1	5	-16	1
O=C(O)CCc1ccc(-c2ccccc2)n1-c1cccc(C(=O)O)c1	1	6	2	-5	0	8	3	-2	7
Cc1ccc(C(=O)CN2C(=O)NC3(CCOc4ccccc43)C2=O)s1 (centres undefined)	-4	2	.	7	5	.	-1	5	4
O=C(CCn1c(=O)oc2ccccc21)NCc1cccs1	0	-1	-1	-10	1	-3	1	9	3
C/C(=N/Nc1nc(C)cc(C)n1)c1ccc(Br)cc1	-1	5	-3	8	-3	5	10	1	-3

A stretch taken from the entries so far, as a working copy:
SMILES	PAD4 inh	pPAFAH FP inh	Fam108B counter	PAFAH1B3 FP inh	PME-1 inh	GSTO1 counter	PAFAH1B2 FP inh	PAFAH2 inh	LYPLA1 counter
O=C(Nc1ccc(F)cc1)N(Cc1cccs1)Cc1cc2cc3c(cc2[nH]c1=O)OCO3	1	0	-12	-8	-27	-6	-4	-12	-18
CCOC(=O)C1=C(CSc2nc3ccccc3s2)NC(=O)NC1c1cc(C)ccc1C (centres undefined)	0	-5	-4	1	-5	1	0	-2	-3
N#Cc1ccc(-c2ccc(Cl)cc2)nc1SCC(=O)c1cccc(Cl)c1	0	-7	0	-7	1	-6	3	1	-5

(more compounds)
SMILES	PAD4 inh	pPAFAH FP inh	Fam108B counter	PAFAH1B3 FP inh	PME-1 inh	GSTO1 counter	PAFAH1B2 FP inh	PAFAH2 inh	LYPLA1 counter
Cc1noc(C)c1CCC(=O)N1CCCC(CCC(=O)NCc2ccccc2F)C1 (centres undefined)	-2	6	0	.	6	1	.	.	3
O=C(O)C(F)=C(c1ccccc1)c1ccccc1	5	-5	1	4	-3	2	9	-3	0
CCC1CCCN1Cn1cnc2c([nH]c3ccccc32)c1=O (centres undefined)	7	3	3	-2	-5	-3	0	4	7
O=C(N/N=C/c1ccccn1)c1ccc(NC(=O)c2cccc([N+](=O)[O-])c2)cc1	-6	6	7	.	1	-6	.	.	-14
Cc1sc2nc(SCC(=O)N3CCOCC3)[nH]c(=O)c2c1-c1ccccc1	-8	6	-7	-12	-12	-5	-10	-14	-1
c1ccc(-c2nnc(CSc3nnc(-c4ccncc4)n3Cc3ccco3)o2)cc1	-12	-6	-6	1	-3	-4	-3	7	2
C/C(=N\N=C(c1ccccc1)c1ccccc1)c1cccs1	-3	8	8	4	1	3	2	-4	3
CCC(C)(C)NC(=O)C1CCC(CNS(=O)(=O)c2cccc3nsnc23)CC1 (centres undefined)	-4	2	0	2	4	-4	0	-11	3
COc1ccc(Nc2nc(Cl)nc(NCc3ccco3)n2)cc1	-1	-5	-5	-4	-3	9	-4	-19	-3
O=C(O)c1ccc(N=Cc2c(O)ccc3oc4c(c23)CCCC4)cc1	4	-1	0	4	3	10	-2	7	3
CCCOC1CCCN(Cc2nc(-c3ccc(C(=O)OC)cc3)no2)C1 (centres undefined)	-2	3	6	0	1	-9	2	-8	-1
COc1ccc(C(CC(=O)O)NC(=O)COc2ccccc2)cc1OC (centres undefined)	-1	-6	6	-3	5	0	3	-1	-2
CCC(=O)/C=C1\Sc2ccc(OC)cc2N1CCO	8	-1	5	-2	1	-2	3	11	0
COc1ccc(NC(=O)Nc2cccc3c2O[C@H](CN(C)S(=O)(=O)c2cn(C)cn2)[C@@H](C)CN([C@H](C)CO)C3=O)cc1	-1	5	.	9	.	.	4	2	.
CCOC(=O)c1c(C)oc2ccc(OCC(=O)N(CC)CC)cc12	9	-9	1	13	-5	3	-5	-1	0
CCOC(=O)Nc1ccc(C)cc1NC(=O)OCC	0	-6	0	4	-5	6	3	8	2
O=S(=O)(c1ccc(Cl)cc1)N1CCCc2ccccc21	-1	7	-2	4	-3	0	5	-2	2
CC1=C(C(=O)N2CCCCC2)C(c2cccs2)C2=C(CCCC2=O)N1 (centres undefined)	-2	6	-6	5	-9	-2	2	10	-2
CCC(C(=O)NC1CCCC1)N(Cc1ccc2c(c1)OCO2)C(=O)c1snc(C(N)=O)c1N (centres undefined)	5	9	1	2	-1	6	1	4	0
Cc1ccc(NC(=O)CSc2nnc(CSc3nc(C)cc(C)n3)n2Cc2ccco2)c(C)c1	-2	7	-2	-9	3	2	2	2	0
O=C(CNc1ccc2ccccc2c1)NNC1=NCCC1	0	2	-4	2	-1	3	-2	8	5
O=C(COc1ccccc1)NNc1nc2c(F)cc(F)cc2s1	-3	10	4	2	1	2	5	6	2
COc1ccc(CC(=O)NCCC(C)C)cc1S(=O)(=O)N1CCOCC1	-6	4	-7	9	-1	-1	-2	1	0
CCOC(=O)c1ccccc1NC(=O)COC(=O)CN1C(=O)C2CC=CCC2C1=O (centres undefined)	-1	-2	4	4	2	6	-1	3	7
Cc1ccc(NC(=O)c2c(NC(=O)CCC(=O)O)sc3c2CCCCC3)cc1	-13	25*	6	.	-3	15	.	.	-33
C/C(N)=C(/C#N)C(=O)COC(=O)c1cccc2ccccc12	-4	7	1	10	6	11	4	3	-6
CCCc1nc2oc3c(OCC)ncnc3c2c2c1COC(C)(C)C2	-10	-5	-5	-2	-3	2	3	-5	-3
O=C(CSc1nc(=O)n(CCCN2CCOCC2)c2c1CCC2)Nc1cccc(F)c1	-1	3	1	6	-1	6	5	-1	0
O=C(NC1CCCCC1)OCCN1CCN(Cc2ccccc2)CCC1=O	-1	6	3	.	1	1	.	.	-2
COC(=O)c1ccc(OC)c(Cn2c(=O)n(C)c(=O)c3sccc32)c1	0	0	1	3	-3	-11	4	0	0
CN(CC(=O)NC1CCCCC1)S(=O)(=O)c1ccc(Br)s1	-2	-3	-3	-6	0	2	1	-6	-3
Cc1noc(C)c1CSc1ncnc2ccccc12	-1	2	2	5	-5	-3	-4	-20	10
CC(=O)c1cccc(S(=O)(=O)N2CCN(CCOc3ccccc3)CC2)c1	0	-1	.	2	1	.	4	5	3
COc1cccc(N(CC(=O)NC2CCCCC2)C(=O)CCCC(=O)Nc2ccccn2)c1	1	4	1	0	-3	13	-1	8	2
CC(=O)OCC(=O)Nc1ccc(SC(F)F)cc1	0	-6	2	1	-3	7	5	5	2
O=C(COc1ccc(S(=O)(=O)N2CCOCC2)cc1)NCCN1CCOCC1	-3	5	-2	2	1	0	3	5	-3
CSc1ccccc1NC(=O)c1cc(-c2ccc3c(c2)OCO3)on1	-1	0	-2	-5	-1	1	1	-5	-1
Cc1nn(-c2ccccc2)c2[nH]c(=O)c(CNc3ccc4c(c3)OCCO4)cc12	1	6	3	3	1	-6	4	0	2
CCN(c1cccc(C)c1)S(=O)(=O)c1c(C)[nH]c(C)c1C(=O)N1CCCCC1	1	2	3	-2	6	2	-1	3	4
CC(C)Oc1ccc(CNCC2(O)CCOC(C)(C)C2)cc1 (centres undefined)	-1	-7	5	6	-7	4	-1	10	-2
Cc1ccc(S(=O)(=O)N2CCCC(C(=O)NC3=NCCS3)C2)cc1 (centres undefined)	-4	1	1	-4	0	-1	11	-5	4
O=C(O)c1nn(-c2ccccc2)c(-c2ccccc2)c1C(=O)c1ccccc1	2	1	9	-2	6	-4	10	-7	4
O=S(=O)(O/N=C1\CCCc2ccccc21)c1ccc(Cl)cc1	2	1	0	5	-6	-1	7	2	-4
COc1c(F)c(F)c(C(=O)O)c(Nc2ccccc2C)c1F	-2	7	-1	5	-2	3	3	-10	-3
COc1ccc(Cn2ccnc2SCC(=O)Nc2nnc(C)s2)cc1	-1	1	2	-2	6	3	-5	3	0
Cc1cnc(NC(=O)c2cc3c(C)nn(Cc4ccccc4Cl)c3s2)s1	0	-4	-8	-6	-5	-2	-7	0	-13
N#CCSc1nn(-c2ccc(F)cc2)c(=S)s1	-1	13	-3	8	-3	10	-1	-2	-4
Cc1c(Cl)c([N+](=O)[O-])nn1CC(=O)N1CCN(C23CC4CC(CC(C4)C2)C3)CC1	-8	4	-3	-8	2	0	16	-4	1
N=C1/C(=C\c2ccc(SCc3ccccc3)o2)C(=O)N=C2SC(CC(=O)N3CCOCC3)=NN12	-4	30*	-7	2	-14	-37	22	25	0
